# High-throughput results (PubChem BioAssay)
# D1 potentiator = human D1 dopamine receptor positive modulation. HEK293 TREx D1 cells, calcium flux, dopamine EC20 potentiation. potentiation, % at 10 µM. 360,000 tested, 0.036% active; in the data active = potentiation above about 30%; also: 0% is about no effect
# Target sequence (P21728 whole entry, looked up): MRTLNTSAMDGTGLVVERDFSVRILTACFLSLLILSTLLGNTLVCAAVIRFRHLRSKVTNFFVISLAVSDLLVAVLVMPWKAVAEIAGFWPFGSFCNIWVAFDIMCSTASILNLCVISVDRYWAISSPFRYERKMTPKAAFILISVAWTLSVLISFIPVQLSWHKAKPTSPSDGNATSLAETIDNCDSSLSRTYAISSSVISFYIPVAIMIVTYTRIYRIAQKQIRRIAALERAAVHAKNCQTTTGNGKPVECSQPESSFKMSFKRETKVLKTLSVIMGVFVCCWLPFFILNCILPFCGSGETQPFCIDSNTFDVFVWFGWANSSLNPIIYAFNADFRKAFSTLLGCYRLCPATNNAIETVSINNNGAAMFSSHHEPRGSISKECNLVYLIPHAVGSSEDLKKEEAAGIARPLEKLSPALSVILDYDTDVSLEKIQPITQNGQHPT
# RXFP1 antagonist = RXFP1 (human) relaxin receptor antagonism; activity change, negative = inhibition, % at 57.5 µM; HEK293-RXFP1, relaxin-stimulated cAMP HTRF, 30 min; active compounds read low; 350,000 tested, 0.59% active; Q9HBX9;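 active = activity change of -60% or lower, but not beyond a set lower limit; inconclusive = change between -60% and -40%, or beyond the set limit; inactive = change above -40%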; also: % is scaled to controls: 0 for no effect and ±100 for the full control effect
# TRHR enhancer = allosterically enhances the human TRH receptor. enhancement, % at 2 µM. AID 493056. TRHR cells, fluo-8 calcium fluorescence, EC20 TRH enhancement. P34981. 360,000 tested, 0.66% active; in the data active = enhancement above about 30%; also: 0% is about no effect
#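 Enhancer read-out: after compound pinning and an initial kinetic agonist-mode read, an EC20 of TRH (10 nM final) was injected and fluo-8 calcium signal (Ex 480/Em 530) followed at 1 s/cycle for 100 cycles in TRHR-expressing cells.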
# D1 antagonist = human D1 dopamine receptor antagonism; HEK293 TREx D1 cells, calcium flux, dopamine EC80; active compounds read low; activity change, negative = inhibition, % at 10 µM; 360,000 tested, 3.2% active; in the data active = activity change below about -30%; also: % is scaled to controls: 0 for no effect and ±100 for the full control effect
#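 Calcium flux readout: force-coupled, inducible Hek293 Trex D1 line, cells induced overnight at 30 C with tetracycline, dye-loaded 30–90 min at RT. Antagonism scored against EC80 dopamine challenge given 180 s after compound.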
# D2 antag = antagonizes the human D2 dopamine receptor; inhibition, % at 10 µM; P14416; 340,000 tested, 2% active; HEK293 TREx D2 cells, calcium flux, dopamine EC80; in the data active = inhibition above about 30%; also: 0% is about no effect
# Target sequence (P14416 whole entry, looked up): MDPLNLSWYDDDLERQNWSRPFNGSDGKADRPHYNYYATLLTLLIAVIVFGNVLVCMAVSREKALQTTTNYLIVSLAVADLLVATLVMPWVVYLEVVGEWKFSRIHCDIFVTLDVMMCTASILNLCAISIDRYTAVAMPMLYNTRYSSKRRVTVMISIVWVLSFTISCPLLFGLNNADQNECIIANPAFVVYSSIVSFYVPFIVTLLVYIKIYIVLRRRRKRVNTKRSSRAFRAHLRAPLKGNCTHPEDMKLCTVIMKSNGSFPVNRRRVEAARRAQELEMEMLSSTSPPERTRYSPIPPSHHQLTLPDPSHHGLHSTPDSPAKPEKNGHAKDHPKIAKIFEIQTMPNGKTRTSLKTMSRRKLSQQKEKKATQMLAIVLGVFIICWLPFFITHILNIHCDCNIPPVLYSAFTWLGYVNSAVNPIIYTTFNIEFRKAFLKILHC
#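 Antagonism is scored as inhibition of an EC80 dopamine-evoked calcium signal in a force-coupled, tetracycline-inducible HEK293 T-REx D2 line, with compound present 180 s before agonist.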
# D2 potentiator = D2 dopamine receptor (human) potentiation; potentiation, % at 10 µM; 340,000 tested, 0.34% active; HEK293 T-REx D2, calcium flux, EC20 dopamine potentiation;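 active = potentiation over 3 SD above the plate norm, cut at about 30% in these data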; also: 0% is about no effect
#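 Cells plated with tetracycline inducer and held overnight at 30 C; calcium dye loaded 30–90 min at room temperature; baseline taken, compound added and read 180 s; EC20 dopamine then added and read 180 s.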
# D2 ag = D2 dopamine receptor (human) agonism | 340,000 tested, 0.53% active | activation, % at 2 µM | P14416 | HEK293 T-REx D2 cells, calcium flux agonist mode;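 active = activation over 3 SD above normal in the single-dose calcium agonist read, cut at about 30% in these data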; also: 0% is about no effect
#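 Tetracycline-induced HEK293 Trex cells with D2 receptor force-coupled to calcium signaling, plated overnight at 30 C and loaded with no-wash calcium dye. Calcium flux read kinetically for 180 s after compound addition; responses flag agonists.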
# RXFP1 agonist = activates the human relaxin receptor RXFP1. Q9HBX9. HEK293T-RXFP1 cAMP TR-FRET, 30 min; response scale: percent of porcine relaxin response, buffer zero. Potency, µM (highest dose often 57.5 µM), for the others: at the highest dose activation, actives largely listed as activators. 370,000 tested, 0.3% active. AID 2676; active = well fitted activation curve with a large enough effect; inconclusive = small, poorly fitted or top-dose-only effect; also: potency is read from the fitted curve at half-maximal effect; % is scaled to controls: 0 for no effect and ±100 for the full control effect; nearly all actives have a fitted effect of over 60% in size; many of its hits are not listed in these tables
#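 HEK293 cells stably expressing RXFP1, treated 30 min at 37C with compounds plus PDE4 inhibitor Ro 20174; cAMP measured by HTRF TR-FRET. Normalized to buffer and 29 nM porcine relaxin; EC50 by Hill fit.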
# D1 agonist = agonists of human D1 dopamine receptor; activation, % at 2 µM; HEK293 T-REx D1 cells, calcium flux, agonist mode; P21728; 360,000 tested, 1% active; in the data active = activation above about 30%; also: 0% is about no effect
#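 Agonism was scored from calcium flux recorded over 180 s (1 read/s) after pintool compound addition, following a 10-cycle baseline. Cells were inducible force-coupled HEK293 TREx D1, plated overnight at 30 C and loaded with no-wash calcium dye.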
# Starred values were filed as active, the others as inactive; ? = inconclusive; . = not tested or not shown. Some of the compounds tested (hit frequency here may not be typical).
canonical_smiles	RXFP1 antagonist	D1 antagonist	TRHR enhancer	D2 antag	RXFP1 agonist	D1 agonist	D2 potentiator	D1 potentiator	D2 ag
O=C(CCSCc1ccccc1F)NCc1cccs1	-3	5	19	-10	0.5%	1	.	-3	0.9
CCOCCc1nnc(NC(=O)c2cc(OC)c(OC)c(OC)c2)s1	-16	-11	3	16	-1.1%	2	16	-2	0.6
COc1ccc(-n2nc3c(N4CCC(C(=O)NCCc5ccccc5)CC4)nnc(C)c3c2C)cc1	1	-7	-2	.	?	5	4	-3	-0.3
CCOc1cc(C(=O)N/N=C/C(Br)=C/c2ccccc2)cc(OCC)c1OCC	-13	0	-2	-2	1.4%	1	-15	-9	0.4
COc1ccccc1NC(=O)c1ccccc1NC(=O)c1ccccn1	-4	5	-11	9	0.6%	2	0	0	0.2
Cc1cccc(NC(=S)NC(=O)CC2CC(C)(C)OC2=O)c1 (stereo not drawn)	-4	1	-1	-6	1.6%	2	3	-2	0.2
COc1ccc(C(=O)NNC(=S)NC(=O)c2cc(-c3ccccc3)nc3ccccc23)cc1	?	-4	-2	7	-0.5%	7	25	3	-1.2
COc1ccc(N2CCN(C(=O)CSc3nc(C)cs3)CC2)cc1	-9	10	5	-2	0.3%	4	-3	1	0.3
CCC1=C2CC[C@H]3C(=O)N(c4ccccc4)C(=O)[C@H]3[C@H]2[C@@]2(C)C(=NCC(=O)OC)OC(=O)N2C1=O	.	22	-14	-3	0.5%	2	-11	-4	-0.5
CCC(=O)Nc1ccccc1-c1nc2ccccc2n(CC(=O)Nc2ccc(C)c(C)c2)c1=O	2	9	0	.	-4.7%	-2	11	1	.
CCN(CC)c1ccc(S(=O)(=O)N2CCOCC2)cc1NC(=O)CSc1cccc[n+]1[O-]	-8	-9	-7	12	1.6%	4	1	-2	-0.9
CCOC(=O)C(C)n1cnc2c(cnn2-c2ccc(Cl)cc2)c1=O (stereo not drawn)	-4	-9	-3	7	-0.6%	9	8	-5	0.3
CCCOc1ccc(-c2nc(C#N)c(NCCCn3ccnc3)o2)cc1	9	-5	-3	10	3.9%	-1	7	-2	-0.9
O=C(Cn1ccc(C(F)(F)F)n1)N=Nc1c(O)[nH]c2ccc(Br)cc12	5	7	0	-10	-1.3%	0	42*	3	1.1
CN1CCN(S(=O)(=O)c2cc(C(F)(F)F)ccc2Cl)CC1	-6	-16	4	8	3.1%	4	-2	-5	-0.1
COC(=O)[C@@]1(Cc2ccc(F)cc2)[C@H]2c3cc(C(=O)N(C)C)n(CCc4ccccn4)c3C[C@H]2CN1C(=O)c1ccccc1	.	8	6	-3	2.1%	17	1	-4	4.2
CCOCCn1c(CN2CCN(CC)CC2)nc2c1c(=O)n(C)c(=O)n2C	-8	-4	23	10	-0.4%	-3	3	0	0.3
COC(=O)c1ccc(C)c(NC(=O)c2c(-c3ccccc3)noc2C)c1	-3	-7	7	-18	-0.3%	1	15	5	0.2
COc1ccc(CC(=O)Nc2ccc(-c3nc4ccccc4s3)c(C)c2)cc1OC	-5	-18	0	.	0.7%	10	13	-3	-0.9
O=C(COc1ccc([N+](=O)[O-])cc1)Nc1nc(-c2ccccn2)cs1	-5	-22	-3	-20	1.1%	3	-6	-5	1.0
COc1ccc(OCC(=O)NNC(=O)c2cccc(C)c2)cc1	-13	-14	5	2	14%	1	5	-5	0.5
O=C(COc1cc(F)ccc1[N+](=O)[O-])Nc1cccc(Br)c1	7	-11	0	-19	-1.8%	1	6	-1	0.6
COc1ccc(NC(=O)CSc2nnc(-c3ccccc3Cl)n2Cc2ccco2)c(OC)c1	-5	18	-4	.	0.5%	1	10	-3	.
C=CCn1c(Cc2ccc(OC)cc2)nnc1SCC(=O)c1cccc([N+](=O)[O-])c1	-28	10	-8	.	0.8%	2	.	-8	.
COC(=O)c1ccccc1NC(=O)CSc1nccn1C	-5	-1	6	-10	-0.3%	-1	1	-2	0.9
Cc1ccnc(NC(=O)CCC(=O)N(CC(=O)NCc2ccc(F)cc2)Cc2ccco2)c1	-3	2	1	7	-1.3%	1	.	4	0.8
O=C(CCN1CCN(c2ccccc2)CC1)Nc1nccs1	12	-2	0	93*	0.6%	3	-31	1	71*
Cc1ccc2nc(-c3cccc(NC(=O)c4ccco4)c3)[nH]c2c1	15	15	-1	3	0.5%	-5	-6	-3	-0.7
Cc1cccc(/C=C2/SC(=O)N(Cc3ccccc3)C2=O)n1	6	11	-9	3	-0.5%	13	-2	-2	-0.4
COc1ccc(CCNC(=O)c2ccc3c(c2)N(Cc2ccccc2)C(=O)c2ccccc2S3=O)cc1OC (stereo not drawn)	.	-4	14	.	0.5%	3	10	-5	-1.6
O=C(O)CSCC(=O)N1CCN(Cc2ccc3c(c2)OCO3)CC1	-3	-8	1	.	-2.0%	1	.	-6	.
COc1cc(OC)cc(C(=O)N2CCC(N3CCN(c4ccccc4)CC3)CC2)c1	-4	11	-8	37*	0.3%	0	-15	-3	43*
CN1C(=O)C(CC(=O)Nc2ccc3c(c2)Cc2ccccc2-3)N(C)C1=O (stereo not drawn)	-7	-4	3	3	0.6%	3	-5	-1	-0.7
COc1ccc(NC(=O)c2cc(-c3ccco3)nc3ccccc23)cc1S(=O)(=O)N1CCOCC1	-16	9	5	5	-1.4%	-2	15	5	-0.1
O=C(Cn1ccc([N+](=O)[O-])n1)Nc1nc2ccccc2s1	-13	-10	4	2	1.3%	1	.	-4	0.3
COc1ccc(-n2c(=O)c3c4c(sc3n(Cc3ccccc3Cl)c2=O)CCC4)c(OC)c1	-14	-9	0	.	2.9%	4	7	1	1.0
COc1ccccc1NC(=S)N1CCC(NC(=O)NC23CC4CC(CC(C4)C2)C3)CC1	21	23	-1	-4	1.8%	1	-10	0	0.5
COc1ccc(-c2csc(NC(=O)CSc3nnnn3C)n2)c(OC)c1	12	8	-1	0	0.2%	0	3	2	-0.7
O=C1NC2(CCCCC2)Cc2ccccc21	-13	32	0	5	1.2%	0	-5	-2	-0.4
N#CCCN(C(=O)COC(=O)CCc1c[nH]c2ccccc12)c1ccccc1	-7	-23	-1	10	0.5%	10	7	-3	0.3
O=C(Nc1ccc(F)cc1)Nc1ccc2ccccc2n1	1	6	-3	10	3.6%	3	-7	3	-0.7
COc1c(Cl)cc(C(=O)Nc2ccccc2-c2ccccc2)cc1Cl	-4	-31*	11	-13	2.4%	3	15	3	0.4
COc1cccc(CNC(=O)Cn2c(=O)cc(C)c3c(C)nn(C)c32)c1OC	.	-9	3	.	0.6%	13	-5	-5	0.5
Cc1nc2ccccc2n1CCc1nc2c3ccccc3nc(SCC(=O)NCc3ccco3)n2n1	-7	-14	14	-9	2.5%	4	5	6	-0.2
Cc1c(C(=O)NCC2CCCO2)oc2ccc3c(c12)C(=O)CC(C)(C)O3 (stereo not drawn)	8	13	25	.	2.0%	2	.	0	.
COc1ccccc1/C=C/C(=O)c1ccc(Cl)cc1	4	-36*	-7	-8	-0.8%	12	-7	-6	2.3
Cc1ccc(C(=O)CSc2nc3cccnc3n2C)cc1	3	-37*	-3	-4	5.9%	7	.	-8	2.5
CC1CC1C(=O)Nc1nc(-c2cccs2)c(-c2cccs2)s1 (stereo not drawn)	3	-1	-2	-10	0.3%	3	1	2	-0.2
COC(=O)C1=NN(C(=O)c2ccccc2)C(C)(O)C1 (stereo not drawn)	16	2	2	-1	1.0%	3	15	1	-2.1
COC(=O)c1cc(OC)c(OC)cc1NC(=O)CN1C(=O)c2ccccc2C1=O	-5	-8	7	2	7.0%	2	10	6	2.7

# Reformatted as labelled records: part of the list above.
CCOCCn1c(CN2CCN(CC)CC2)nc2c1c(=O)n(C)c(=O)n2C
  RXFP1 antagonist: -8; D1 antagonist: -4; TRHR enhancer: 23; D2 antag: 10; RXFP1 agonist: -0.4%; D1 agonist: -3; D2 potentiator: 3; D1 potentiator: 0; D2 ag: 0.3

COc1ccc(NC(=O)c2cc(-c3ccco3)nc3ccccc23)cc1S(=O)(=O)N1CCOCC1
  RXFP1 antagonist: -16; D1 antagonist: 9; TRHR enhancer: 5; D2 antag: 5; RXFP1 agonist: -1.4%; D1 agonist: -2; D2 potentiator: 15; D1 potentiator: 5; D2 ag: -0.1

CCOC(=O)C(C)n1cnc2c(cnn2-c2ccc(Cl)cc2)c1=O (stereo not drawn)
  RXFP1 antagonist: -4; D1 antagonist: -9; TRHR enhancer: -3; D2 antag: 7; RXFP1 agonist: -0.6%; D1 agonist: 9; D2 potentiator: 8; D1 potentiator: -5; D2 ag: 0.3

COC(=O)C1=NN(C(=O)c2ccccc2)C(C)(O)C1 (stereo not drawn)
  RXFP1 antagonist: 16; D1 antagonist: 2; TRHR enhancer: 2; D2 antag: -1; RXFP1 agonist: 1.0%; D1 agonist: 3; D2 potentiator: 15; D1 potentiator: 1; D2 ag: -2.1

# More results follow:
canonical_smiles	RXFP1 antagonist	D1 antagonist	TRHR enhancer	D2 antag	RXFP1 agonist	D1 agonist	D2 potentiator	D1 potentiator	D2 ag
Cc1nc2sc(-c3ccccc3)cc2c(=O)n1/N=C/N(C)C	-7	.	6	-19	4.4%	1	14	-6	1.2
CN(CCCNC(=O)c1ccc(N2CCCC2=O)cc1)c1ccccc1	-34	-3	-3	2	2.1%	0	16	7	1.6
Cc1ccc(C2=NN(CC(=O)NCCCN(CC(C)C)CC(C)C)C(=O)CC2)cc1	5	6	-1	.	-0.1%	-3	-13	-1	0.5
CCCCOCC1CN(c2ccccc2)C(=O)CS1 (stereo not drawn)	1	-10	-1	-12	2.3%	1	-10	0	0.5
CCOC(=O)C1=C(C)C2C3C(=O)N(c4ccc(C)cc4C)C(=O)C3C1(C)C1C(=O)N(c3ccc(C)cc3C)C(=O)C21 (stereo not drawn)	0	6	-3	-6	2.4%	3	3	0	-0.1
O=C(O)c1nc(N2CCOCC2)nc(N2CCOCC2)n1	-15	-1	0	1	0.4%	0	-6	2	1.3
CC1Cc2ccccc2N1C(=O)COC(=O)c1ccc(Cl)nc1 (stereo not drawn)	-6	.	1	.	0.1%	3	.	-8	.
COc1cc(C(=O)Nc2cccc(-n3cnnn3)c2)cc(OC)c1OC	-5	-9	-3	2	0.2%	3	-8	-12	-0.5
COc1cccc(NC(=O)Nc2nnc(Cc3ccccc3)s2)c1	-3	-21	9	2	1.3%	2	0	-13	0.4
Nc1nonc1-n1nnc(C(=O)N/N=C/c2ccc(OCc3ccc(F)cc3)cc2)c1COc1ccccc1	-1	5	5	5	0.0%	10	1	-1	1.4
CC(C)C[C@H](N)c1nnc(SCC(=O)Nc2ccc(Br)cc2)o1	-32	-2	2	-2	0.6%	11	-13	-1	0.2
O=C(N/N=C/C=C\c1ccccc1[N+](=O)[O-])c1cc(-c2ccccc2)nc2ccccc12	20	-7	-12	6	3.9%	4	-6	-13	0.0
COc1ccc(C2=C(Nc3ccc(C)c(C)c3)c3ccccc3C2=O)cc1	-7	5	-7	.	0.7%	1	14	-1	-1.8
